Screens (PubChem BioAssay)
FLuc stim CS = firefly luciferase counter-screen for stimulation assays; 200,000 tested, under 10 active; activation factor at 10 µM; P08659; ATPlite luciferase biochemical, luminescence, 10 min; 0 = ATP-free wells, 1 = DMSO control; AID 1027;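 active means luciferase activation factor, scaled between plate controls, of at least 2 with compound at 10 µM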
Target sequence (P08659 whole entry, looked up): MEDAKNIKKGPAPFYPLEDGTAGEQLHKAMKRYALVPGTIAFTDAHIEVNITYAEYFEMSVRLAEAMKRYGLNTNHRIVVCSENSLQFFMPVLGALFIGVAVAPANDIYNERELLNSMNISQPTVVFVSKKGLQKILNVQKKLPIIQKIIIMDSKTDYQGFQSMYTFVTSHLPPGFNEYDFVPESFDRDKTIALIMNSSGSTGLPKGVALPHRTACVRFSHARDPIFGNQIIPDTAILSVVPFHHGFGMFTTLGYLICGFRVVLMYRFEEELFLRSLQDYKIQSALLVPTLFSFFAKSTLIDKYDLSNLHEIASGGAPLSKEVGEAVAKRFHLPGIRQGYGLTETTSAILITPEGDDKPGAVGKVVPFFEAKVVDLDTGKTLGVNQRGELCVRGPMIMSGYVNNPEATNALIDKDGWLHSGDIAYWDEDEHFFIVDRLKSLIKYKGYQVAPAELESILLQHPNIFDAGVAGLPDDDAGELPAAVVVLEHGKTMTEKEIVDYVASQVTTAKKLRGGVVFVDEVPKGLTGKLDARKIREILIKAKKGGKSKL
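Assay system: Luciferase/luciferin detection reagent, cell-free biochemical luciferase assay / Read-out: luciferase activation / Benchmarks: No-ATP low control, compound-free enzyme-plus-ATP high control / Medium: PBS buffer for ATP / Detection: luminescence measurement of luciferase light output / Schedule: 10 min at ambient temperature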
FLuc inh counter = Photinus pyralis luciferase inhibition counter-screen; inhibition, % at 10 µM; hit rate 1.5% among 200,000; ATPLite firefly luciferase biochemical luminescence, 10 min; AID 1006;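 active means inhibition above about 50% when tested at 10 µM, limit read from the data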
APP 5'UTR act = activates APP 5'UTR luciferase reporter. SH-SY5Y APP 5'UTR luciferase reporter, luminescence; zero percent = DMSO vehicle wells. activation, % at 2 µM. hit rate 1% among 190,000. AID 1276;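 active means activation above a set limit, based on mean plus 3 SD of controls, cut at about 140% in these data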; further: values of inactives mirror those of a sister screen read the other way
TNAP inh hi DEA = blocks human TNAP under high phosphate acceptor concentration; P05186; purified TNAP, CDP-star luminescence, 1 M DEA; inhibition, % at 20 µM; hit rate 0.03% among 200,000; AID 1135;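 active means over 50% inhibition of tissue-nonspecific alkaline phosphatase at 20 µM in the single-dose screen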;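 further: plate controls were DMSO wells for no effect and EDTA-quenched wells as full inhibition for full effect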
Target sequence (P05186 whole entry, looked up): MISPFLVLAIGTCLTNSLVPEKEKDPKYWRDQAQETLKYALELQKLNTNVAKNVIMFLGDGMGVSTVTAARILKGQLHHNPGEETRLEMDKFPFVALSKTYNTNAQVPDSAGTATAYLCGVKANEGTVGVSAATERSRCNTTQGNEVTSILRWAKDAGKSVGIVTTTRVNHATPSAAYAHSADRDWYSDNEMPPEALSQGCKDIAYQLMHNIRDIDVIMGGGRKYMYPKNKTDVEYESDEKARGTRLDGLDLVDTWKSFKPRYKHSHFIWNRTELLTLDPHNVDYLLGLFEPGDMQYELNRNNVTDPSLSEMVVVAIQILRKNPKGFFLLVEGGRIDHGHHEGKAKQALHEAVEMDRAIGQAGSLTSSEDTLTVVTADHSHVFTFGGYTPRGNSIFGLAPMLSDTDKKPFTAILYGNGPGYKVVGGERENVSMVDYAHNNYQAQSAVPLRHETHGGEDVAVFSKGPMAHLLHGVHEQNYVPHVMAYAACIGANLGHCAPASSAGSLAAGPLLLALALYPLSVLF
NF-kB expr up = compounds increasing NF-kB expression in human neuronal cells; NF-kB reporter expression; hits give high values; fold change at 12.5 µM; hit rate 1.6% among 190,000; in the data active means fold change above about 3.3
TNAP inh no acc = TNAP (human) inhibition, acceptor-free conditions; P05186; AID 1012; inhibition, % at 20 µM; hit rate 0.26% among 200,000; purified TNAP, CDP-star luminescence, 30 min;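 active means tissue-nonspecific alkaline phosphatase inhibition above about 50% at 20 µM in the single-dose screen, limit read from the data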;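 further: 0% = DMSO negative control and 100% = EDTA positive control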
PMI act hi M6P = PMI (human) activation, high substrate; coupled PMI enzyme assay, resazurin fluorescence, 20 min; hits give high values; 1 = untreated enzyme, 0 = substrate-free blank; P34949; activation factor at 20 µM; AID 1216; hit rate 0.34% among 190,000;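 active means activation factor of 2 or more at 20 µM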
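test system = human PMI in coupled enzyme assay | medium = HEPES-buffered pH 7.4 with magnesium and detergent | also added = 1.0 mM mannose-6-phosphate substrate with 0.22 mM NADP+ | compound = 20 µM single dose | times = 20 min incubation at room temperature | measured by = resorufin fluorescence (Ex 544/Em 590 nm) from resazurin via diaphorase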
TNAP act hiacc = TNAP (human) activation, high acceptor; 200,000 tested, under 10 active; P05186; AID 1136; activation factor at 20 µM; purified TNAP, CDP-star luminescence, 1 M DEA, 30 min; hits give high values; 0 = EDTA background, 1 = DMSO-only activity;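 active means activation factor at least 2 at 20 µM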
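Test system – human TNAP · Doses – 20 µM single point · Incubation – 30 min, room temperature · Signal – luminescent substrate turnover signal · Read-out basis – activation factor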
PMI activator = phosphomannose isomerase (human) activation. P34949. activation factor at 20 µM. hit rate 0.005% among 190,000. purified human PMI, coupled resazurin fluorescence, 20 min; hits give high values; 1 = vehicle control, 0 substrate-free wells;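 active means activation factor of 2 or more at 20 µM, relative to plate controls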
bIAP activator = intestinal alkaline phosphatase (bovine) activation; purified bovine IAP, CDP-star luminescence, 30 min; hits give high values; fold of DMSO-control signal, blank-subtracted; activation factor at 20 µM; hit rate 0.17% among 200,000; AID 1016;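 active means activation factor of 2 or more at 20 µM, a signal rise over negative controls twice the positive control's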
* = called active by the depositor.

Results for CCc1ccc(C2C(C#N)=C(N)N(N(C)C)C3=C2C(=O)CCC3)s1 (configuration not stated) ?
FLuc stim CS: 1; FLuc inh counter: 1; APP 5'UTR act: -24; TNAP inh hi DEA: 1; NF-kB expr up: 0.89; TNAP inh no acc: -7; PMI act hi M6P: 0.4; TNAP act hiacc: 1; PMI activator: 0.8; bIAP activator: 0.9

Results for CCCCC(=O)NC(=S)Nc1cc(C(=O)O)ccc1Cl ?
FLuc stim CS: 1; FLuc inh counter: 0; APP 5'UTR act: -2; TNAP inh hi DEA: -8; NF-kB expr up: 1.2; TNAP inh no acc: -11; PMI act hi M6P: 1; TNAP act hiacc: 1.1; PMI activator: 1; bIAP activator: 1

What do the screens show for `Cc1csc(NC(=O)COc2ccc3c(C)cc(=O)oc3c2)n1`?
FLuc stim CS: 1.1; FLuc inh counter: -5; APP 5'UTR act: 8; TNAP inh hi DEA: -7; NF-kB expr up: 1.3; TNAP inh no acc: -4; PMI act hi M6P: 1.1; TNAP act hiacc: 1.1; PMI activator: 1; bIAP activator: 0.9

How did Cc1cccc(Nc2nc(-c3ccc4c(c3)OCCO4)cs2)c1 do in these assays?
FLuc stim CS: 0.8; FLuc inh counter: 19; APP 5'UTR act: 161*; TNAP inh hi DEA: -3; NF-kB expr up: 1.4; TNAP inh no acc: 1; PMI act hi M6P: 1.4; TNAP act hiacc: 1; PMI activator: 1.2; bIAP activator: 0.6

How did C=CCn1c(O)c(N=NC(=O)OC(C)(C)C)c2ccccc21 do in these assays?
FLuc stim CS: 0.8; FLuc inh counter: 17; APP 5'UTR act: 11; TNAP inh hi DEA: 5; NF-kB expr up: 1.2; TNAP inh no acc: 2; PMI act hi M6P: 1; TNAP act hiacc: 1; PMI activator: 0.9; bIAP activator: 1

Results for COCc1[nH]nc2c1C(c1ccsc1)C(C#N)=C(N)O2 (configuration not stated) ?
FLuc stim CS: 1.1; FLuc inh counter: -7; APP 5'UTR act: 9; TNAP inh hi DEA: -5; NF-kB expr up: 0.93; TNAP inh no acc: -11; PMI act hi M6P: 1; TNAP act hiacc: 1; PMI activator: 1; bIAP activator: 0.7

What do the screens show for `O=C(O)Cc1ccc(NC(=O)C(c2ccccc2)c2ccccc2)cc1`?
FLuc stim CS: 1.1; FLuc inh counter: -5; APP 5'UTR act: 4; TNAP inh hi DEA: -6; NF-kB expr up: 0.94; TNAP inh no acc: -6; PMI act hi M6P: 1; TNAP act hiacc: 1.1; PMI activator: 0.9; bIAP activator: 0.9

What do the screens show for `Cc1ccccc1C(=O)c1c[nH]c(C(=O)NCc2ccco2)c1`?
FLuc stim CS: 1; FLuc inh counter: -3; APP 5'UTR act: 6; TNAP inh hi DEA: -5; NF-kB expr up: 0.95; TNAP inh no acc: 1; PMI act hi M6P: 1; TNAP act hiacc: 1; PMI activator: 1.1; bIAP activator: 0.8

Results for NC1=NC(=O)CC(C(=O)Nc2cccc3ccccc23)S1 (configuration not stated) ?
FLuc stim CS: 1; FLuc inh counter: -3; APP 5'UTR act: -9; TNAP inh hi DEA: -2; NF-kB expr up: 1.1; TNAP inh no acc: -7; PMI act hi M6P: 1.1; TNAP act hiacc: 1; PMI activator: 1.1; bIAP activator: 1

What do the screens show for `CCOC(=O)c1cc(CC)sc1NC(=O)C(c1ccccc1)c1ccccc1`?
FLuc stim CS: 1; FLuc inh counter: -3; APP 5'UTR act: 15; TNAP inh hi DEA: -4; NF-kB expr up: 0.86; TNAP inh no acc: -9; PMI act hi M6P: 1; TNAP act hiacc: 1; PMI activator: 1; bIAP activator: 0.8

How did COc1cc(OC)cc(C(=O)Nn2cc(C(=O)Nc3ccccc3F)c3ccccc3c2=O)c1 do in these assays?
FLuc stim CS: 1.1; FLuc inh counter: -7; APP 5'UTR act: -13; TNAP inh hi DEA: -6; NF-kB expr up: 1.5; TNAP inh no acc: -14; PMI act hi M6P: 1; TNAP act hiacc: 1.1; PMI activator: 0.9; bIAP activator: 0.9

What do the screens show for `CCC(C)(C)n1nnnc1C(c1cc2cc(C)cc(C)c2[nH]c1=O)N1CCN(Cc2ccc3c(c2)OCO3)CC1` (configuration not stated)?
FLuc stim CS: 1; FLuc inh counter: -4; APP 5'UTR act: 19; TNAP inh hi DEA: 0; NF-kB expr up: 0.86; TNAP inh no acc: -6; PMI act hi M6P: 0.9; TNAP act hiacc: 1; PMI activator: 0.9; bIAP activator: 1

What do the screens show for `COc1cc(/C=N/NC(=O)CC2(C)OCCO2)cc(Br)c1O`?
FLuc stim CS: 1; FLuc inh counter: 1; APP 5'UTR act: 15; TNAP inh hi DEA: 2; NF-kB expr up: 0.98; TNAP inh no acc: -7; PMI act hi M6P: 1.1; TNAP act hiacc: 1; PMI activator: 1.1; bIAP activator: 1

What do the screens show for `CCNC(=S)NNC(=O)c1cc(-c2cccc(C)c2)nc2ccccc12`?
FLuc stim CS: 0.1; FLuc inh counter: 89*; APP 5'UTR act: 22; TNAP inh hi DEA: -4; NF-kB expr up: 1.6; TNAP inh no acc: -89; PMI act hi M6P: 1.2; TNAP act hiacc: 1; PMI activator: 1.2; bIAP activator: 1.4

What do the screens show for `COC(=O)c1cc(Cl)c(NC(=O)/C=C/c2ccc(OC)cc2)cc1OC`?
FLuc stim CS: 1.1; FLuc inh counter: -6; APP 5'UTR act: -24; TNAP inh hi DEA: -2; NF-kB expr up: 0.95; TNAP inh no acc: -8; PMI act hi M6P: 1.1; TNAP act hiacc: 1; PMI activator: 0.9; bIAP activator: 0.2

How did Cc1occc1C(=O)NC(C)C(C)(C)C (configuration not stated) do in these assays?
FLuc stim CS: 1; FLuc inh counter: 0; APP 5'UTR act: -28; TNAP inh hi DEA: -2; NF-kB expr up: 0.9; TNAP inh no acc: -7; PMI act hi M6P: 1.1; TNAP act hiacc: 1; PMI activator: 1; bIAP activator: 0.9

What do the screens show for `O=S(=O)(NCc1ccccc1)c1ccc(Cl)c(S(=O)(=O)NCc2ccccc2)c1`?
FLuc stim CS: 1; FLuc inh counter: -4; APP 5'UTR act: -18; TNAP inh hi DEA: 0; NF-kB expr up: 0.85; TNAP inh no acc: -8; PMI act hi M6P: 0.9; TNAP act hiacc: 1; PMI activator: 0.9; bIAP activator: 0.7

Results for Fc1ccc(N2CCN(Cc3cnc(Cl)s3)CC2)cc1 ?
FLuc stim CS: 1.1; FLuc inh counter: -11; APP 5'UTR act: 1; TNAP inh hi DEA: -6; NF-kB expr up: 0.94; TNAP inh no acc: -2; PMI act hi M6P: 1; TNAP act hiacc: 1.1; PMI activator: 1; bIAP activator: 0.9

How did O=C1C=C(NCc2ccc(Cl)cc2)CC(c2ccco2)C1 (configuration not stated) do in these assays?
FLuc stim CS: 1.1; FLuc inh counter: -6; APP 5'UTR act: -4; TNAP inh hi DEA: -10; NF-kB expr up: 1.1; TNAP inh no acc: -18; PMI act hi M6P: 0.9; TNAP act hiacc: 1.1; PMI activator: 1; bIAP activator: 0.9

What do the screens show for `CC12CCC(C(=O)NCc3ccc(F)cc3)(OC1=O)C2(C)C` (configuration not stated)?
FLuc stim CS: 1; FLuc inh counter: -4; APP 5'UTR act: -5; TNAP inh hi DEA: -6; NF-kB expr up: 1.3; TNAP inh no acc: -12; PMI act hi M6P: 1; TNAP act hiacc: 1.1; PMI activator: 1; bIAP activator: 0.9

What do the screens show for `COCCNC(=O)C(c1ccncc1)N(C(=O)Cn1nnc2ccccc21)c1ccc(OC)cc1` (configuration not stated)?
FLuc stim CS: 1.1; FLuc inh counter: -6; APP 5'UTR act: -16; TNAP inh hi DEA: -4; NF-kB expr up: 0.94; TNAP inh no acc: -14; PMI act hi M6P: 1; TNAP act hiacc: 1; PMI activator: 1; bIAP activator: 1

What do the screens show for `O=C(CCC1CCCN(C(=O)c2ccc3c(c2)OCCO3)C1)NCc1ccccc1F` (configuration not stated)?
FLuc stim CS: 0.9; FLuc inh counter: 5; APP 5'UTR act: 22; TNAP inh hi DEA: -5; NF-kB expr up: 1.8; TNAP inh no acc: -9; PMI act hi M6P: 1; TNAP act hiacc: 1.1; PMI activator: 1; bIAP activator: 1

How did COc1ccc(CSc2nc(C)cc(=O)[nH]2)cc1Br do in these assays?
FLuc stim CS: 1; FLuc inh counter: 0; APP 5'UTR act: 2; TNAP inh hi DEA: 0; NF-kB expr up: 0.95; TNAP inh no acc: -8; PMI act hi M6P: 1.1; TNAP act hiacc: 1; PMI activator: 1; bIAP activator: 0.9

What do the screens show for `O=C(OCc1cccc2ccccc12)c1ccc2c(=O)[nH]c(CN3CCOCC3)nc2c1`?
FLuc stim CS: 1; FLuc inh counter: 0; APP 5'UTR act: 2; TNAP inh hi DEA: -2; NF-kB expr up: 0.77; TNAP inh no acc: -16; PMI act hi M6P: 1.1; TNAP act hiacc: 1; PMI activator: 1; bIAP activator: 1.1

How did O=S(=O)(c1ccc(Br)s1)N1CCC(Cc2ccccc2)CC1 do in these assays?
FLuc stim CS: 1; FLuc inh counter: -5; APP 5'UTR act: 18; TNAP inh hi DEA: -6; NF-kB expr up: 1.1; TNAP inh no acc: -17; PMI act hi M6P: 1.1; TNAP act hiacc: 1.1; PMI activator: 1; bIAP activator: 0.5

What do the screens show for `O=C(Nc1ccccn1)c1ccc(NC(=O)c2ccco2)cc1`?
FLuc stim CS: 0.5; FLuc inh counter: 47; APP 5'UTR act: 159*; TNAP inh hi DEA: -8; NF-kB expr up: 2.7; TNAP inh no acc: -11; PMI act hi M6P: 1; TNAP act hiacc: 1.1; PMI activator: 1.1; bIAP activator: 1

How did COC(=O)COc1ccc(S(=O)(=O)NCc2cccnc2)cc1C do in these assays?
FLuc stim CS: 1.1; FLuc inh counter: -8; APP 5'UTR act: -11; TNAP inh hi DEA: -4; NF-kB expr up: 1; TNAP inh no acc: -12; PMI act hi M6P: 1; TNAP act hiacc: 1; PMI activator: 0.9; bIAP activator: 0.9

How did O=C(CNC(=O)c1ccccc1O)N/N=C/c1cc(Br)ccc1OC(=O)/C=C/c1ccco1 do in these assays?
FLuc stim CS: 1; FLuc inh counter: -4; APP 5'UTR act: -24; TNAP inh hi DEA: 5; NF-kB expr up: 0.83; TNAP inh no acc: -9; PMI act hi M6P: 1.2; TNAP act hiacc: 1; PMI activator: 1.1; bIAP activator: 1.3

Compounds above that have a COOH group, in the order listed:
Results for CCCCC(=O)NC(=S)Nc1cc(C(=O)O)ccc1Cl ?
FLuc stim CS: 1; FLuc inh counter: 0; APP 5'UTR act: -2; TNAP inh hi DEA: -8; NF-kB expr up: 1.2; TNAP inh no acc: -11; PMI act hi M6P: 1; TNAP act hiacc: 1.1; PMI activator: 1; bIAP activator: 1

What do the screens show for `O=C(O)Cc1ccc(NC(=O)C(c2ccccc2)c2ccccc2)cc1`?
FLuc stim CS: 1.1; FLuc inh counter: -5; APP 5'UTR act: 4; TNAP inh hi DEA: -6; NF-kB expr up: 0.94; TNAP inh no acc: -6; PMI act hi M6P: 1; TNAP act hiacc: 1.1; PMI activator: 0.9; bIAP activator: 0.9
